AmpC detergent: qHTS Inhibitors of AmpC Beta-Lactamase (assay with detergent); AmpC hydrolysis of nitrocefin, absorbance 480 nm, 0.01% Triton; hit rate 0.041% among 370,000; Potency, µM (series often up to 114 µM), inactives show at the highest dose activity change, negative = inhibition, most hits filed as inhibitors; P00811;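 further: potency means the concentration at half of the fitted maximal effect; 0% = no-compound wells and -100% = no-enzyme wells; nearly all actives have a fitted effect of over 25% in size; some results filed as inactive show a strong effect at the top dose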
Target sequence (P00811 whole entry, looked up): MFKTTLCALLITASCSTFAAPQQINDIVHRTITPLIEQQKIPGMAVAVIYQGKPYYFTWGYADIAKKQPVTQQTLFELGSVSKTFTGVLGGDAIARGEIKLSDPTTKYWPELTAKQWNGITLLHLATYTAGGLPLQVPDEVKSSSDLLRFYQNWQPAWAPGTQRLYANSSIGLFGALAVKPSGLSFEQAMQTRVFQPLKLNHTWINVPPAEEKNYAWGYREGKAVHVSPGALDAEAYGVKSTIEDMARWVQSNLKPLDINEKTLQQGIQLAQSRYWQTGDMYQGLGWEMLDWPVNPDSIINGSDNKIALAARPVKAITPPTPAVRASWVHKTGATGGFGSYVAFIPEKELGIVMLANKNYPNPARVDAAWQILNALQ
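20 mM phosphate pH 7.0 + 0.01% (detergent screen) or 0.0001% Triton X-100; 5.3 nM AmpC reagent; cpd preinc 15 min RT; nitrocefin (800 uM stock) to start; A480 q20 s × 4 min; Activity was normalised to no-enzyme and no-compound control wells.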
HCMV antiviral: qHTS Assay for inhibitors of the human cytomegalovirus (HCMV) | HFF cells, HCMV-luciferase reporter, 72 h; stronger effect = lower value | activity change, negative = inhibition, % at 57.5 µM | hit rate 4.5% among 410,000; in the data active means activity change below about -60%; inconclusive means no clear call, values can overlap the other calls; inactive means above about -39%
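Screen run at 2 compound doses on HFFs infected with reporter HCMV, MOI 1 PFU/cell. Luciferase activity from cell lysates at 72 h post infection gave inhibition relative to buffer-only and Salinomycin wells.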
AmpC inh no detg: qHTS Inhibitors of AmpC Beta-Lactamase (assay without detergent); hit rate 0.52% among 330,000; P00811; AmpC nitrocefin hydrolysis, absorbance 480 nm, 0.0001% Triton; Potency, µM (doses to about 57.1 µM), for the others: at the top dose activity change, negative = inhibition, actives largely listed as inhibitors;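 further: potency means the concentration at half of the fitted maximal effect; plate controls were no compound for no effect and no enzyme for full effect; nearly all actives have a fitted effect of over 20% in size; some results filed as inactive show a strong effect at the top dose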
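AmpC (5.3 nM in the dispensed reagent) in 20 mM phosphate pH 7.0 with 0.01% (detergent screen) or 0.0001% Triton X-100 was preincubated with compounds for 15 min at room temperature. Nitrocefin was then added from an 800 uM solution, and hydrolysis was followed at 480 nm.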
FBPA Giardia inh: qHTS Assay for Inhibitors of Fructose-1,6-bisphosphate Aldolase from Giardia Lamblia; AID 2451, 2010; purified Giardia FBPA; A8B2U2; Potency, µM (doses to about 59.6 µM), for inactives: at the highest dose activity, negative = inhibition, most hits filed as inhibitors; hit rate 0.71% among 290,000; further: potency means the concentration at half of the fitted maximal effect; nearly all actives have a fitted effect of over 55% in size
Target sequence (A8B2U2 whole entry, looked up): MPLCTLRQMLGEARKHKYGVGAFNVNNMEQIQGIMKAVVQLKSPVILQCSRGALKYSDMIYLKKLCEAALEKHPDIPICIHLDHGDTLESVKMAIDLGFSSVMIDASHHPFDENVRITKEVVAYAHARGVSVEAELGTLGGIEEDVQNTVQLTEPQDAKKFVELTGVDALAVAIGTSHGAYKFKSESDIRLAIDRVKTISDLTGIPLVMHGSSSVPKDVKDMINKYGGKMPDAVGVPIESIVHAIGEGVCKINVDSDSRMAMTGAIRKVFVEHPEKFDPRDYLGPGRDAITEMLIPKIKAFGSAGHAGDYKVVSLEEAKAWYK
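Giardia FBPA (40 nM reagent) was preincubated 10 min at RT with compound (up to 57.5 uM final), then substrate plus GAPDH/TPI/NAD/arsenate coupling system with diaphorase/resazurin was added; resorufin fluorescence (525/598 nm) was read after 20 min.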
Sm TGR block: qHTS Assay for the Inhibitors of Schistosoma Mansoni Peroxiredoxins; Schistosoma mansoni thioredoxin glutathione reductase (TGR), Q962Y6; purified TGR, DTNB reduction, TNB absorbance 405 nm; Potency, µM (series often up to 114 µM), inactives show at the top dose activity change, negative = inhibition, most hits filed as inhibitors; hit rate 3% among 360,000; further: potency means the concentration at half of the fitted maximal effect; nearly all actives have a fitted effect of over 60% in size
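TGR 20 nM + NADPH 100 uM (dispensed conc.), cpd preinc 15 min RT; start with NADPH (500 uM addition) then DTNB (15 mM addition). Kinetic TNB absorbance, 405 nm filter. Four-parameter Hill fit across titration.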
HCV inhibitor: qHTS Assay for Inhibitors of Hepatitis C Virus (HCV). Potency, µM (highest dose often 41.8 µM), without a hit: at the highest dose activity change, negative = inhibition, most hits filed as inhibitors. Huh7.5.1 HCVcc-Cre infection, luciferase reporter, 44 h. hit rate 3.4% among 340,000; further: potency means the concentration at half of the fitted maximal effect
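Cells (1,000/well) were plated 4 h before compound, then infected with HCVcc-Cre virus (~0.5 moi). After 44 h further culture, infection was read as luciferase luminescence following a 15 min substrate incubation at room temperature.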
An asterisk follows results filed as active; ? = inconclusive; · = not tested or not shown; & = joins results of further samples; [ ] = remark or other dose. Unless noted, the call rests on the fitted dose curve; in most records, active means well fitted curve in the direction sought with a large enough effect; inconclusive means small, poorly fitted or top-dose-only effect, or another doubt; inactive means no such curve, though single readings can be large; an effect the other way counts as inactive or inconclusive. Unless noted, on the % scale 0 is the no-effect control and ±100 the full control effect.

(1) CCCCC(=O)Nc1ccc(C(=O)NNC(=O)c2ccco2)cc1
(2) CN(CC(=O)Nc1ccccc1N1CCOCC1)S(=O)(=O)c1ccc(Cl)cc1
(3) Cc1ccc(C)c(S(=O)(=O)N2CCN(C(=O)c3ccnn3C)CC2)c1
(4) COc1cc(O)cc2c1C(=O)O[C@@H](C)CCCC(=O)CCCCC2
(5) CCOC(=O)n1c(=O)n(Cc2ccccc2C)c2ccccc21
(6) O=C(CSCC(=O)N1CCOCC1)Nc1nc(-c2ccccc2)cs1
(7) COc1ccc(N(C(=O)c2ccccc2)S(=O)(=O)c2ccc3c(c2)n(C)c(=O)n3C)cc1
(8) CCOC(=O)c1c(N)nn(C(=O)CC)c1-c1ccccc1
screen / no.	1	2	3	4	5	6	7	8
AmpC detergent	-4%	-3%	?	-8%	9%	5%	27%	-9%
HCMV antiviral	15	?	-4	?	?	-4	-1	-1
AmpC inh no detg	-16%	-22%	28%	-13%	1%	-2%	·	-14%
FBPA Giardia inh	5%	0%	·	6%	1%	-1%	·	7%
Sm TGR block	2%	3%	-3%	-16%	3%	1%	-1%	-14%
HCV inhibitor	1%	6%	-27%	7%	-10%	0%	·	-1%&4%

Brought forward from above: 4 entries, then new ones.
(5) CCOC(=O)n1c(=O)n(Cc2ccccc2C)c2ccccc21
(6) O=C(CSCC(=O)N1CCOCC1)Nc1nc(-c2ccccc2)cs1
(7) COc1ccc(N(C(=O)c2ccccc2)S(=O)(=O)c2ccc3c(c2)n(C)c(=O)n3C)cc1
(8) CCOC(=O)c1c(N)nn(C(=O)CC)c1-c1ccccc1
(9) COCCN(CCOc1cc(C)cc(C)c1)Cc1ccc(Cl)cc1
(10) COc1ccc(OC)c(C(O)C2CCCCN2)c1 (stereo unspecified)
(11) Cc1csc(SCC(=O)N(C)CC(=O)Nc2ccccc2Cl)n1
(12) COc1ccccc1C(=O)COC(=O)c1ccc(-n2cnnn2)cc1
(13) O=C(Nc1ccc2c(c1)OCCO2)c1c[nH]c(=O)n(-c2ccc(F)c(Cl)c2)c1=O
(14) O=c1sc(N2CCN(c3ccccc3F)CC2)nc2ccsc12
(15) Cc1ccc(C(=O)NN=CC(=O)c2ccccc2)c(C)c1
(16) CC(=O)Nc1ccc(S(=O)(=O)NCC2CCC(C(=O)N3CCCCC3)CC2)cc1 (stereo unspecified)
screen / no.	5	6	7	8	9	10	11	12	13	14	15	16
AmpC detergent	9%	5%	27%	-9%	8%	?	-20%	-13%	-8%	?	·	4%
HCMV antiviral	?	-4	-1	-1	?	7	16	-18	28	79	15	-8
AmpC inh no detg	1%	-2%	·	-14%	37%	-26%	-11%	-14%	7%	-4%	-19%	2%
FBPA Giardia inh	1%	-1%	·	7%	21%	-19%	·	·	·	-5%	·	3%
Sm TGR block	3%	1%	-1%	-14%	2%	-5%	-11%	-3%	6%	1%	·	7%
HCV inhibitor	-10%	0%	·	-1%&4%	6%	7%	20%	10µM*	·	?	-6%	-11%

In the list so far, 2 contain four or more nitrogen atoms.
(3) Cc1ccc(C)c(S(=O)(=O)N2CCN(C(=O)c3ccnn3C)CC2)c1
(12) COc1ccccc1C(=O)COC(=O)c1ccc(-n2cnnn2)cc1
screen / no.	3	12
AmpC detergent	?	-13%
HCMV antiviral	-4	-18
AmpC inh no detg	28%	-14%
FBPA Giardia inh	·	·
Sm TGR block	-3%	-3%
HCV inhibitor	-27%	10µM*

Next compounds follow.
(17) CSc1snnc1-c1ccccc1
(18) O=C(NNC(=S)NCC1CCCO1)c1ccc(S(=O)(=O)N2CCOCC2)cc1 (stereo unspecified)
(19) CC1CCN(c2nc3ccc(C(=O)N4CCN(Cc5ccccc5)CC4)cc3s2)CC1
(20) Cc1ccccc1Nc1ncnc(N)n1
(21) CCOc1ccc(C(=O)Nc2c(C(=O)Nc3ccccc3F)oc3ccccc23)cc1OCC
(22) S=C(NCCc1ccccc1)N1CCOCC1
(23) COc1cccc(OP(=O)(Nc2ccccc2)Oc2cccc(OC)c2)c1
(24) O=C(Cn1nnc2ccccc2c1=O)NCC1CCC(C(=O)O)CC1 (stereo unspecified)
screen / no.	17	18	19	20	21	22	23	24
AmpC detergent	1%	-8%	-15%	3%	-5%	-3%	-2%	2%
HCMV antiviral	?	-29	?	35	-9	-28	·	6
AmpC inh no detg	-23%	-25%	123%[activator]	-21%	·	-11%	-34%	-14%
FBPA Giardia inh	0%	2%	1%	1%	·	0%	-4%	0%
Sm TGR block	5%	-1%	10%	4%	-1%	-4%	16%	-4%
HCV inhibitor	12%	?	11µM*	?	·	-2%	?	-9%

(25) O=C(CN1N=C(c2ccccc2)CCC1=O)NCc1ccc(F)cc1Cl
(26) Cc1ccc(Cl)cc1N(C)C(=O)c1sc2nc3n(c(=O)c2c1C)CCCC3
(27) CCN(CC)c1ccc(NS(=O)(=O)c2ccc3c(c2)CCCN3C(C)=O)c(C)c1
(28) CC(C)C(=O)Nc1nnc(-c2ccco2)s1
(29) CC12CS(=O)(=O)CC1SC(=S)N2Cc1ccccc1 (stereo unspecified)
(30) CCOc1ccc(N=Cc2c(O)c3ccccc3oc2=O)cc1
(31) CCOc1ccccc1NC(=O)COn1nnc2ccc(Cl)cc21
(32) C/C(CC(=O)Nc1ccc(Cl)cc1Cl)=N\NC(N)=S
screen / no.	25	26	27	28	29	30	31	32
AmpC detergent	4%	-1%	1%	2%	?	-15%	-14%	-1%
HCMV antiviral	27	-30	-30	21	-27	40	-34	-12
AmpC inh no detg	·	·	·	1%	-14%	-16%	10%	-20%
FBPA Giardia inh	·	·	·	1%	3%	-3%	0%	13%
Sm TGR block	9%	-25%	?	-4%	-2%	3%	2%	22%
HCV inhibitor	·	·	·	3%	8%	1%	-14%	?

(33) O=C1Nc2cc(Cl)c(Cl)cc2N(O)N1c1cccc(Cl)c1
(34) CC(C)(C)NS(=O)(=O)c1ccc(NC(=O)c2cc(-c3ccccc3)nc3ccccc23)cc1
(35) O=C(c1cccs1)N1C(=O)c2cccc3cccc1c23
(36) O=C1CCCS(=O)(=O)c2ccccc21
(37) COc1ccc(CN2CCNC(=O)C2CC(=O)NCc2cn3ccc(C)cc3n2)c(OC)c1 (stereo unspecified)
(38) Cc1nc2c(C(=O)NCCc3ccccc3)c[nH]n2c(=O)c1Cl
(39) O=C(N/N=C/C=C/c1ccccc1[N+](=O)[O-])c1cccs1
(40) O=C(O)CC(Cn1cnnn1)c1ccccc1 (stereo unspecified)
screen / no.	33	34	35	36	37	38	39	40
AmpC detergent	-7%	3%	?	-2%	6%	-5%	-2%	-10%
HCMV antiviral	15	54	20	-11	?	14	?	13
AmpC inh no detg	-17%	-37%	-20%	-17%	30%	-34%	-28%	-6%
FBPA Giardia inh	-2%	-7%	-2%	4%	-9%	2%	-7%	9%
Sm TGR block	3%	0%	13%	0%	?	4%	-16%	1%
HCV inhibitor	8%	5%	0%	6%	25%	7%	-12%	14%

(41) O=C1NC2CCc3nc4ccccc4c(=O)n3C2=Nc2ccccc21 (stereo unspecified)
(42) CC(C)C(NC(=O)C1CCC(C(C)(C)C)CC1)C(=O)NCCCN1CCCCC1 (stereo unspecified)
(43) Cc1c(NC(=O)c2ccc([N+](=O)[O-])o2)cccc1-c1nc2ncccc2o1
(44) Fc1ccc(-c2nc3ccncc3[nH]2)cc1
(45) Cc1cc(C)n2c(=O)c3ccc(Cl)cc3nc2c1C#N
(46) O=c1/c(=C\c2cccnc2)sc2nc3ccccc3n12
(47) CC(NC(=O)c1cc(-c2ccncc2)nc2ccc(Br)cc12)C1CCCO1 (stereo unspecified)
(48) CSc1cccc(NC(=O)C(C)C)c1
screen / no.	41	42	43	44	45	46	47	48
AmpC detergent	-8%	-6%	-4%	1%	0%	?	1%	-4%
HCMV antiviral	6	-26	-86*	26	31	69	-14	-8
AmpC inh no detg	1%	-8%	-23%	-22%	-15%	-22%	129%[activator]	13%
FBPA Giardia inh	2%	4%	-15%	-6%	14%	9%	6%	4%
Sm TGR block	-22%	10%	-18%	-19%	3%	-3%	5%	·
HCV inhibitor	?	0%	?	9%	-5%	8%	4%	-6%

(49) C/C(=N/OC(=O)CC(C)C)c1cc(-c2ccc(Cl)cc2)no1
(50) CCC(C)(C)C1CCC(=NNC(=S)Nc2ccccc2)CC1 (stereo unspecified)
(51) Cc1c(Cl)cccc1-c1ccc(/C=N/n2cnnc2)o1
(52) CC(C)CN(CC(C)C)C(=O)c1cccc(S(=O)(=O)N2CCc3ccccc32)c1
(53) Cc1ccc(NC(=O)CSc2nnc(-c3cc4occc4n3C)n2-c2ccccc2C)c(Cl)c1
(54) C[C@H]1O[C@@H](O[C@H]2CC[C@@]3(C)C(CC[C@]4(C)C3C=C[C@]35OC[C@@]6(CCC(C)(C)C[C@H]63)[C@@H](O)C[C@]54C)[C@]2(C)CO)[C@H](O)[C@@H](O[C@@H]2O[C@H](CO)[C@@H](O)[C@H](O)[C@H]2O)[C@H]1O (stereo partly specified)
(55) CC(C)(O)C(=O)NNC(=S)NCc1ccco1
(56) O=C(O)c1ccc(N/N=C/c2cccc(F)c2)cc1
screen / no.	49	50	51	52	53	54	55	56
AmpC detergent	-7%	4%	-12%	-2%	14%	·	?	-20%
HCMV antiviral	-24	-4	-5	-17	-25	25	35	76
AmpC inh no detg	-1%[2.29 µM]	-31%	19%	68%[activator]	·	289%[activator]	-8%[2.29 µM]	1%
FBPA Giardia inh	3%	-3%	5%	-5%	·	·	-2%	0%
Sm TGR block	-8%	2%	-2%	-31%	7%	·	-1%	-16%
HCV inhibitor	1%	6%	6%	?	·	19%	-3%	44%[activator]

(57) Cc1ccc(C(C(=O)NCc2ccco2)N(C(=O)Cc2cccs2)c2cccnc2)cc1 (stereo unspecified)
(58) Cc1c(NC(=O)COc2ccccc2Cl)c(=O)n(-c2ccccc2)n1C
(59) COc1ccc(C(=O)OC(C)C(=O)NC2CCCC2)cc1S(=O)(=O)N1CCOCC1 (stereo unspecified)
(60) O=C(Nc1ccccc1[N+](=O)[O-])C1=C(O)CCn2c1nc1ccccc12
(61) Cc1c(C(=O)OC(C)C)sc(NC(=O)c2cccnc2)c1C#N
(62) CC(C)C(=O)N=C1NC(=O)CS1
(63) COc1ccc(N(C(C)C(=O)N/N=C(\C)C(C)(C)C)S(C)(=O)=O)cc1 (stereo unspecified)
screen / no.	57	58	59	60	61	62	63
AmpC detergent	0%	?	3%	-4%	0%	?	-1%
HCMV antiviral	?	12	-2	-38	5	14	16
AmpC inh no detg	2%	-10%	-2%	-2%	-20%	-5%	-7%
FBPA Giardia inh	3%	·	·	-3%	0%	0%	6%
Sm TGR block	-16%[57.1 µM]	0%	-16%	-10%	-1%	5%	-6%
HCV inhibitor	9%	9%	1%	3%	-4%	6%	13%

High-throughput results: PubChem, National Center for Advancing Translational Sciences (NCATS)

No enrichment for hits, and some 9.9% of all compounds hit somewhere here.
